D2 potentiator: HTS Assay for Positive Allosteric Modulators of the Human D2 Dopamine Receptor: Primary Screen for Potentiators; HEK293 T-REx D2, calcium flux, EC20 dopamine potentiation; potentiation, % at 10 µM; 0.34% of 340,000 active;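 active means potentiation over 3 SD above the plate norm, cut at about 30% in these data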; further: 0% is about no effect
Target sequence (P14416 whole entry, looked up): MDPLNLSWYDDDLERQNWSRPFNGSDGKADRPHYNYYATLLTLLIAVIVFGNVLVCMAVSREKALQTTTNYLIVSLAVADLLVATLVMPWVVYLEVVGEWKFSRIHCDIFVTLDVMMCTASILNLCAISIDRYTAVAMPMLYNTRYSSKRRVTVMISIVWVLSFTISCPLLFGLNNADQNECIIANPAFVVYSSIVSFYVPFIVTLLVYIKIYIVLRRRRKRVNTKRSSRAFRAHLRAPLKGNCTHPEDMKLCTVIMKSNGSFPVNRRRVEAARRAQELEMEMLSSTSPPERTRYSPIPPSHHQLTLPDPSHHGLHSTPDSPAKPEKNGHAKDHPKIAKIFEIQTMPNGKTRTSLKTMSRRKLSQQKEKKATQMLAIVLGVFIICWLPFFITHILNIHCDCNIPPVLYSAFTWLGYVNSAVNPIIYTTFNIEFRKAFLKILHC
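Calcium flux readout, no-wash dye, 1 read/s. Inducible HEK293 Trex D2 line, overnight 30 C. Compound alone 180 s (agonist flags), then EC20 dopamine, another 180 s to score potentiation.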
RXFP1 ag: qHTS Assay for Agonists of the Relaxin Receptor RXFP1; AID 2676, 2010; Potency, µM (doses to about 57.5 µM), for the others: top-dose activation, hits mostly activators; 0.3% of 370,000 active; Relaxin receptor 1 (Homo sapiens), Q9HBX9; HEK293T-RXFP1 cAMP TR-FRET, 30 min; response scale: percent of porcine relaxin response, buffer zero; further: potency means the concentration at half of the fitted maximal effect; on the % scale 0 is the no-effect control and ±100 the full control effect; nearly all actives have a fitted effect of over 60% in size; many of its hits are not listed in these tables
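HEK293T cells stably expressing RXFP1 were pretreated with the PDE4 inhibitor Ro 20174, exposed to compounds for 30 min at 37C, lysed, and cAMP was read by TR-FRET. Data normalized to buffer (basal) and 29 nM porcine relaxin (100%).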
Vif-A3F inh: qHTS for Inhibitors of Vif-A3F Interactions: qHTS; HeLa A3F-eYFP + Vif (tagged APOBEC3F with the HIV-1 protein that degrades it), YFP fluorescence increase; Potency, µM (doses to about 46.1 µM), for the others: at the top dose activity, negative = active; 0.2% of 390,000 active; further: potency means the concentration at half of the fitted maximal effect; % of control where 0% means no effect; nearly all actives have a fitted effect of over 65% in size
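HeLa cells stably expressing Vif plus C-terminally eYFP-tagged A3F were seeded, incubated overnight at 37 deg C, dosed with compound, incubated overnight again at 37 deg C. Yellow fluorescence (Ex 488/Em 500-530) reported blocked Vif-mediated A3F-eYFP degradation.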
Vif-APOBEC3G blk: qHTS for Inhibitors of Vif-A3G Interactions: qHTS | HeLa A3G-eYFP + Vif (tagged APOBEC3G with the HIV-1 protein that degrades it), YFP fluorescence, overnight | Potency, µM (doses to about 46.1 µM), inactives show at the highest dose activity, negative = active, actives largely listed as inhibitors | 0.076% of 410,000 active | AID 602310, 2012;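 further: potency means the concentration at half of the fitted maximal effect; on the % scale 0 is the no-effect control and ±100 the full control effect; nearly all actives have a fitted effect of over 60% in size; hits raise eYFP signal because A3G escapes Vif-driven loss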
Target sequence (Q9HC16 whole entry, looked up): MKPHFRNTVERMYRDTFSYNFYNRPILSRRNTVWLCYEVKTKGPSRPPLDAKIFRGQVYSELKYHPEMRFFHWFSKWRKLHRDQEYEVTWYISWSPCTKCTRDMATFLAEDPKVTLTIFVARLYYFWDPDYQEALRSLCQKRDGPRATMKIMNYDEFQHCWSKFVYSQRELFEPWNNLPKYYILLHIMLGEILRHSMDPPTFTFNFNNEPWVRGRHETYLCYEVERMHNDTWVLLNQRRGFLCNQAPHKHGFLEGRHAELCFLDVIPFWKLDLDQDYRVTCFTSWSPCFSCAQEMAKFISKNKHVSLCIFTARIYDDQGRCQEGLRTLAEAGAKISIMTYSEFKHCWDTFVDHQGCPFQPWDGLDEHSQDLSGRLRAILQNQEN
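HeLa cells stably expressing Vif and C-terminally eYFP-tagged A3G, seeded overnight at 37 deg C, then exposed to compound by pintool overnight at 37 deg C. Rise in yellow fluorescence (Ex 488/Em 500-530, Acumen) marks blocked Vif-driven A3G degradation.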
D1 ag: Allosteric Agonists of the Human D1 Dopamine Receptor: qHTS; D(1A) dopamine receptor (Homo sapiens), P21728; HEK293 T-REx D1 cells, calcium flux, agonist mode; activation, % at 2 µM; 1% of 360,000 active; in the data active means activation above about 30%; further: 0% is about no effect
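Inducible HEK293 T-REx D1 cells, force-coupled to calcium signalling, were plated at 4000 cells/well with tetracycline and held overnight at 30 C. After no-wash calcium dye loading, compound-evoked calcium rise over 180 s flagged agonists.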
D1 PAM: Potentiators of Human D1 Dopamine Receptor: qHTS | AID 504651, 2011 | 0.036% of 360,000 active | potentiation, % at 10 µM | HEK293 TREx D1 cells, calcium flux, dopamine EC20 potentiation | D(1A) dopamine receptor (Homo sapiens), P21728; in the data active means potentiation above about 30%; further: 0% is about no effect
Glioma ERSR ind: qHTS for Inducers of the Endoplasmic Reticulum Stress Response (ERSR) in Human Glioma: qHTS. Potency, µM, without a hit: at the top dose activation, hits mostly activators. 0.02% of 420,000 active. AID 602332, 2012. U87-MG GRP78 promoter luciferase reporter, 16 h; further: potency means the concentration at half of the fitted maximal effect; series mostly up to about 76 µM; % of control where 0% means no effect; nearly all actives have a fitted effect of over 35% in size
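Stably transfected U87-MG human glioma cells carrying a GRP78-based luminescent sensor were seeded at 1000 cells/well, pin-dosed with compounds and incubated 16 h. Luciferase reagent was then added, and end-point luminescence was read after 10 min at room temperature.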
D1 antagonist: Antagonist of Human D 1 Dopamine Receptor: qHTS; HEK293 TREx D1 cells, calcium flux, dopamine EC80; hits give low values; 3.2% of 360,000 active; D(1A) dopamine receptor (Homo sapiens), P21728; activity change, negative = inhibition, % at 10 µM; in the data active means activity change below about -30%; further: on the % scale 0 is the no-effect control and ±100 the full control effect
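HEK293 T-REx cells expressing inducible, force-coupled D1 receptor; no-wash Ca dye, 30–90 min RT. Cmpd → 180 s read at 1 Hz → EC80 DA → 180 s read.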
RXFP1 antagonist: qHTS Assay for Antagonists of the Relaxin Receptor RXFP1; Relaxin receptor 1 (Homo sapiens), Q9HBX9; HEK293-RXFP1, relaxin-stimulated cAMP HTRF, 30 min; hits give low values; activity change, negative = inhibition, % at 57.5 µM; 0.59% of 350,000 active;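 active means activity change of -60% or lower, but not beyond a set lower limit; inconclusive means change between -60% and -40%, or beyond the set limit; inactive means change above -40%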; further: on the % scale 0 is the no-effect control and ±100 the full control effect
* hit, by the source's call; ? = inconclusive; . = no result given; & = joins results of further samples. Unless noted, the call rests on the fitted dose curve; in most records, active means well fitted curve in the direction sought with a large enough effect; inconclusive means small, poorly fitted or top-dose-only effect, or another doubt; inactive means no such curve, though single readings can be large; an effect the other way counts as inactive or inconclusive. Only part of the results is shown (hit frequency here may not be typical).

SMILES	D2 potentiator	RXFP1 ag	Vif-A3F inh	Vif-APOBEC3G blk	D1 ag	D1 PAM	Glioma ERSR ind	D1 antagonist	RXFP1 antagonist
COc1ccc(N/C(C)=C2/C(=O)C(=O)N(CCO)C2c2ccc(Br)cc2)cc1 (configuration not stated)	-4	0.5%	-2%	-10%	0	-7	-1%	0	-15
CC(C)C[C@H](NC(=O)OC(C)(C)C)C(=O)N[C@@H](CO)[C@H](O)[C@@H]1C[C@@H]1C(=O)N(C)C	-1	-2.4%	2%	0%	-1	-2	-2%	-7	.
CC(C)c1ccc(C(=O)Nc2ccc(N3CCOCC3)cc2)cc1	12	-1.8%	4%	-5%	0	2	-4%	14	-1
CCSc1ncc(Cl)c(C(=O)Nc2ccc(S(N)(=O)=O)cc2)n1	-1	2.0%	-2%	0%	1	-9	-5%	-13	-9
CCOC(=O)c1c(-c2ccc(OC)cc2)csc1/N=C/N(C)C	5	1.1%	-9%	-19%	6	-6	-3%	-26	-8
Cc1cccc(NS(=O)(=O)c2ccc3c(c2)C(C)(C)C(=O)N3C)c1	-8	2.8%	0%	-2%	2	-9	1%	14	-1
CC12CC(c3ccccc3O1)N(C(=O)c1ccco1)C(=O)N2c1ccccc1 (configuration not stated)	1	0.7%	1%	-4%	3	0	-3%	17	-8
COc1cc(OC)nc(S(C)(=O)=O)n1	1	0.8%	-15%	1%	3	-8	-4%	-2	8
Cc1ccc(NC(=O)COC(=O)C2CC3C=CC2C3)cc1S(=O)(=O)N1CCCCC1 (configuration not stated)	-2	0.6%	-1%	-2%	6	9	2%	-21	-4
CCCC(OC(=O)CC1Sc2ccccc2NC1=O)C(=O)NCc1ccco1 (configuration not stated)	11	0.6%	-18%	0%	3	1	-3%	10	2
Cc1ccc(C(=O)NCCN2CCCC2)cc1	-31	2.3%	1%	0%	0	-4	0%	-14	-16
c1ccc(CN2CCCC3(CCCN(Cc4nc(CC5CC5)no4)C3)C2)cc1 (configuration not stated)	12	-1.0%	1%	2%	1	5	3%	-1	-3
CS(=O)(=O)c1ccc(Cl)c(NC(=O)COC(=O)c2c(Cl)cccc2Cl)c1	10	0.6%	-9%	-5%	3	-3	-4%	-6	-11
O=C(COC(=O)COc1ccccc1F)Nc1cccc(S(=O)(=O)N2CCCCC2)c1	.	.	3%	-3%	.	.	-5%	.	-21
O=C1CN(c2nc3ccccc3n3cnnc23)CC(=O)N1CCc1ccccc1	-1	.	6%	0%	1	-1	-2%	-1	.
CCOc1ccc(NS(=O)(=O)c2ccc(NC(=S)NC(=O)CC(C)C)cc2)cc1	5	0.8%	-13%	-8%	26	0	10%	46	-17
O=C(Cn1cnc2ccc(Br)cc2c1=O)c1cccs1	.	3.5%	1%	-23%	.	.	1%	.	-20
N#CCCN(C(=O)COC(=O)/C=C/c1cccs1)c1ccccc1	.	.	2%	1%	.	.	-7%	.	-7
COc1cccc(C(=O)NCCN2C(=O)S/C(=C/c3cccs3)C2=O)c1OC	-7	0.4%	4%	-3%	0	3	-3%	-21	-12
COc1ccc(-c2csc(N3CCOCC3)n2)cc1OC	6	-1.5%	-13%	-4%	0	-7	?	1	-5
Cc1ccccc1OCC(=O)Nc1ccc2nc(SCC(=O)N3CCc4ccccc43)sc2c1	15	5.9%	5%	2%	1	-1	-3%	-5	.
O=C(Cn1c(=O)n(Cc2ccco2)c(=O)c2oc3ccccc3c21)Nc1ccc(F)cc1F	-3	-0.2%	-29%	-9%	2	1	-3%	4	-29
CCOc1ccc(CN(C)CC(=O)Nc2ccc(N3CCOCC3)cc2)cc1OC	-4	-1.0%	-1%	0%	1	-2	-1%	5	17
Cn1nc(C(=O)Nc2nc3ccccc3[nH]2)ccc1=O	1	16%	1%	-9%	1	-3	-1%	-10	2
OCCNc1nc(NCCC2=CCCCC2)nc(N2CCOCC2)n1	-4	0.6%	7%	-3%	1	-12	-2%	-54*	-5
CC(=O)Nc1ccc(NC(=O)CCn2c(=S)oc3ccccc32)cc1	2	13%	3%	0%	2	-5	-3%	5	-2
N#Cc1ccc(NCCc2ccccn2)c([N+](=O)[O-])c1	-4	5.0%	0%	-9%	5	-5	3%	0	10
Cn1ncc([N+](=O)[O-])c1C(=O)Nc1ccn(Cc2ccccc2F)n1	4	2.5%	1%	-8%	3	-7	-3%	-6	-12
CCNC(=S)NNC(=O)c1nn(C)c(C)c1Cl	-3	-2.1%	0%	-3%	2	-5	-3%	9	9
COC(=O)C1CCN(CC(=O)N(C)c2c(N)n(Cc3ccccc3)c(=O)[nH]c2=O)CC1	.	0.0%	2%	0%	0	-5	-6%	-36*	3
O=C(c1ccc([N+](=O)[O-])cc1)N1CCOC12CCN(c1ncc(C(F)(F)F)cc1Cl)CC2	20	-0.5%	-3%	0%	2	-6	-2%	-3	-8
COCCNC(=O)NC(=O)COC(=O)C12CC3CC(CC(NC(C)=O)(C3)C1)C2	-4	?	-7%	2%	3	0	-1%	-5	-12
CNc1cc(N2CCCCCC2)ccc1[N+](=O)[O-]	9	-0.5%	1%	0%	0	4	2%	-12	1
Cn1c2ccccc2c2n[nH]c(=O)nc21	3	7.4%	10%	-3%	-3	0	2%	-11	6
CN1CCN(C(=S)C(=O)NCc2ccccc2)CC1	6	1.8%	0%	2%	0	-1	-1%	-10	13
O=C(CC1C(=O)NCCN1C(=O)Nc1ccccc1)Nc1cccc(Cl)c1 (configuration not stated)	-7	0.5%	5%	1%	0	-3	1%	1	1
C=CCOc1ccccc1C(=O)/C=C1/C(=O)Nc2ccccc21	9	1.1%	3%	?	2	-6	-14%	-22	?
O=C(NCCS(=O)(=O)N1CCN(c2ccc(F)cc2)CC1)C1CC(=O)N(c2ccccc2)C1 (configuration not stated)	-9&-6	-0.2%&1.4%	1%&-1%	0%&5%	4&2	0&1	-5%&-4%	3&-2	11&4
O=C(C(=O)N1CCN(Cc2ccc3c(c2)OCO3)CC1)c1c[nH]c2ccccc12	-7	2.5%	7%	4%	3	-8	-1%	-9	-15
O=c1c(Cc2ccc(Cl)cc2Cl)c(O)ccn1CC(F)(F)F	15	-1.9%	2%	-1%	0	-11	-4%	-7	2

Ordered by the number under RXFP1 antagonist (ascending): 3 from the list above
SMILES | RXFP1 antagonist
OCCNc1nc(NCCC2=CCCCC2)nc(N2CCOCC2)n1 | -5
O=c1c(Cc2ccc(Cl)cc2Cl)c(O)ccn1CC(F)(F)F | 2
CN1CCN(C(=S)C(=O)NCc2ccccc2)CC1 | 13

Next structures
SMILES	D2 potentiator	RXFP1 ag	Vif-A3F inh	Vif-APOBEC3G blk	D1 ag	D1 PAM	Glioma ERSR ind	D1 antagonist	RXFP1 antagonist
COc1ccc(C(=O)C2CN(c3ccccc3)CC2c2ccc(Cl)cc2)cc1 (configuration not stated)	14	0.1%	-1%	-5%	1	11	-3%	4	-9
Cc1ccc2oc(C(=O)Nc3nc(-c4ccc(F)cc4)ns3)c(C)c2c1	0	1.0%	9%	2%	2	3	-2%	3	-29
Cc1cc(C)c(NC(=S)N(CCCN2CCN(C)CC2)Cc2cccs2)c(C)c1	-11	-1.4%	0%	0%	8	-1	-3%	0	-19
O=C(NCCc1cccc(F)c1)C1CCCN(c2nc3ccccc3s2)C1 (configuration not stated)	-4	-0.6%	6%	0%	4	.	-2%	-22	-11
COc1ccc(OC(C)C(=O)NC(C)c2ccccc2)cc1 (configuration not stated)	5	0.0%	-8%	2%	3	-2	-2%	-2	1
O=c1oc2ccccc2n1Cc1ccccc1	9	-0.8%	-10%	-5%	2	3	-4%	10	-34
C[C@H](O)[C@@H]1C(=O)N2CCc3c([nH]c4ccccc34)[C@@H]2C[C@@H]1N(C)C(=O)NC1CCCCC1	.	.	-6%	-6%	.	.	0%	.	6

Seven of the compounds above, in CSV form:
SMILES,D2 potentiator,RXFP1 ag,Vif-A3F inh,Vif-APOBEC3G blk,D1 ag,D1 PAM,Glioma ERSR ind,D1 antagonist,RXFP1 antagonist
COc1ccc(C(=O)C2CN(c3ccccc3)CC2c2ccc(Cl)cc2)cc1 (configuration not stated),14,0.1%,-1%,-5%,1,11,-3%,4,-9
Cc1ccc2oc(C(=O)Nc3nc(-c4ccc(F)cc4)ns3)c(C)c2c1,0,1.0%,9%,2%,2,3,-2%,3,-29
Cc1cc(C)c(NC(=S)N(CCCN2CCN(C)CC2)Cc2cccs2)c(C)c1,-11,-1.4%,0%,0%,8,-1,-3%,0,-19
O=C(NCCc1cccc(F)c1)C1CCCN(c2nc3ccccc3s2)C1 (configuration not stated),-4,-0.6%,6%,0%,4,.,-2%,-22,-11
COc1ccc(OC(C)C(=O)NC(C)c2ccccc2)cc1 (configuration not stated),5,0.0%,-8%,2%,3,-2,-2%,-2,1
O=c1oc2ccccc2n1Cc1ccccc1,9,-0.8%,-10%,-5%,2,3,-4%,10,-34
C[C@H](O)[C@@H]1C(=O)N2CCc3c([nH]c4ccccc34)[C@@H]2C[C@@H]1N(C)C(=O)NC1CCCCC1,.,.,-6%,-6%,.,.,0%,.,6

Some entries already given, limited to RXFP1 antagonist and D1 ag:
structure | RXFP1 antagonist | D1 ag
Cn1nc(C(=O)Nc2nc3ccccc3[nH]2)ccc1=O | 2 | 1
COc1ccc(N/C(C)=C2/C(=O)C(=O)N(CCO)C2c2ccc(Br)cc2)cc1 (configuration not stated) | -15 | 0
